Assay outcomes deposited in PubChem by National Center for Advancing Translational Sciences (NCATS).
Pf growth 96h – Primary qHTS for delayed death inhibitors of the malarial parasite plastid, 96 hour incubation; P. falciparum luciferase reporter growth, 96 h; Potency, µM (highest dose often 28.7 µM), without a hit: at the top dose activity change, negative = inhibition, usual class: inhibitors; 320,000 tested, 6.9% active; AID 504834, 2011
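Erythrocytes infected with luciferase-expressing P. falciparum were dispensed at 2% hematocrit and 0.05% parasitemia (final), then incubated with compounds 96 hours at 37 C in 5% CO2. Luminescence after detection reagent addition reported growth.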
Pf growth 48h – Primary qHTS for delayed death inhibitors of the malarial parasite plastid, 48 hour incubation; P. falciparum luciferase growth in erythrocytes, 48 h; Potency, µM (series often up to 28.7 µM), without a hit: top-dose activity change, negative = inhibition, usual class: inhibitors; 310,000 tested, 5.9% active
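Luciferase-expressing P. falciparum in infected erythrocytes (2% hematocrit, 0.1% parasitemia final) in RPMI 1640/0.5% Albumax were exposed to compound for 48 hours at 37 C, 5% CO2; growth read as luminescence.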
LmPK inh – qHTS Assay for Inhibitors of Leishmania Mexicana Pyruvate Kinase (LmPK) | purified LmPK, Kinase-Glo ATP luminescence, 1 h | Potency, µM (series often up to 57.5 µM), without a hit: at the highest dose activity change, negative = inhibition, usual class: inhibitors | 290,000 tested, 0.37% active
Target sequence (Q27686 whole entry, looked up): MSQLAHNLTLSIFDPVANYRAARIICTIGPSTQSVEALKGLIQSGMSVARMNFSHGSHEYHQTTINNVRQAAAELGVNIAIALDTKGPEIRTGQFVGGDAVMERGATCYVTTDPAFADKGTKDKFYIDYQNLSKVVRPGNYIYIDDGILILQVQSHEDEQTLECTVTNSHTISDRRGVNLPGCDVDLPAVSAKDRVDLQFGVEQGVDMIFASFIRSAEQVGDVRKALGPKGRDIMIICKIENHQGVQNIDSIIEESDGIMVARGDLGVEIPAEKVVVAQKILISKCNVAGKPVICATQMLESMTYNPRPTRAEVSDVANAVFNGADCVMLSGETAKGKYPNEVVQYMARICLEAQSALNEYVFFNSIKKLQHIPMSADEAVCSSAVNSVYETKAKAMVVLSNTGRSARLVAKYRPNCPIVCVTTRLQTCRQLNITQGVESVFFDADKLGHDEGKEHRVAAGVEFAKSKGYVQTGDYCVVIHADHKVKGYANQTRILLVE
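Purified LmPK (0.1 nM) converted ADP (0.1 mM) to ATP with PEP (0.5 mM) in imidazole buffer pH 7.2 with KCl and MgCl2, 1 h at room temperature. ATP was read by Kinase-Glo luminescence; data normalized to uninhibited and no-enzyme controls.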
TbPYK inhibitor – qHTS of Trypanosoma Brucei Inhibitors; TbPYK enzyme, Kinase-Glo Plus ATP luminescence, 45 min; 410,000 tested, 0.12% active; pyruvate kinase (Trypanosoma brucei), Q57TT1; Potency, µM (highest dose often 76.8 µM), without a hit: top-dose activity, negative = inhibition, actives largely listed as inhibitors; also: nearly all actives have a fitted effect of over 50% in size
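Glycolytic pyruvate kinase of T. brucei was incubated with substrate, test compound and 130 uM ADP for 45 minutes at room temperature. Luminescent Kinase-Glo Plus signal was measured after 10 minutes.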
Sm TGR block – qHTS Assay for the Inhibitors of Schistosoma Mansoni Peroxiredoxins; Schistosoma mansoni thioredoxin glutathione reductase (TGR), Q962Y6; purified TGR, DTNB reduction, TNB absorbance 405 nm; Potency, µM (doses to about 114 µM), inactives show top-dose activity change, negative = inhibition, most hits filed as inhibitors; 360,000 tested, 3% active; AID 485364, 2010; also: nearly all actives have a fitted effect of over 60% in size
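Kinetic colorimetric format: TGR-catalysed, NADPH-driven DTNB reduction monitored via TNB absorbance. Enzyme dispensed at 20 nM; compound exposure 15 min at room temperature before reaction start.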
HCV inh – qHTS Assay for Inhibitors of Hepatitis C Virus (HCV); 340,000 tested, 3.4% active; Huh7.5.1 HCVcc-Cre infection, luciferase reporter, 44 h; Potency, µM (series often up to 41.8 µM), inactives show at the highest dose activity change, negative = inhibition, most hits filed as inhibitors
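Reporter virus HCVcc-Cre (~0.5 moi) infects cells exposed to compound; seeding density 1,000 cells/well with 4 h settling beforehand. Luminescence, 15 sec read, taken 44 h post-infection following a 15 min RT substrate incubation.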
An asterisk follows results filed as active; ? = inconclusive; / = not tested or not shown; & = joins results of further samples; [ ] = remark or other dose. Calls follow the shape of the dose curve; as a rule, active = well fitted curve in the direction sought with a large enough effect; inconclusive = small, poorly fitted or top-dose-only effect, or another doubt; inactive = no such curve, though single readings can be large; an effect the other way counts as inactive or inconclusive. % is scaled to controls: 0 for no effect and ±100 for the full control effect; potency is read from the fitted curve at half-maximal effect.

1: Cn1c(CSCc2ccc(Cl)cc2Cl)n[nH]c1=S
2: CCOc1ccc(N2C(=O)CC(Sc3nnnn3-c3ccccc3)C2=O)cc1 (stereo unspecified)
3: COC(=O)c1sc2ccccc2c1-n1cccc1C(=O)C(=O)Nc1ccc(F)cc1
4: Cc1ccc[n+](-c2nc3ccccc3nc2[N-]S(=O)(=O)c2ccccc2)c1
5: CC(=O)c1c(C)[nH]c(C(=O)Nc2ccc(S(=O)(=O)N(C)C)cc2)c1C
6: O=C(c1cc(F)c(F)cc1Cl)N1CCCc2ccccc21
7: CC(=O)c1cccc(NC(=O)N2CCCC(C(=O)c3cc(F)ccc3F)C2)c1 (stereo unspecified)
8: CCN1C/C(=N\S(=O)(=O)/N=C2\CN(CC)C(=O)N2CC)N(CC)C1=O
9: O=C(Oc1ccc(Cl)cc1)c1ccc(COC(=O)c2cnccn2)cc1
10: CCCCc1ccc(NC(=S)N2CCN(c3ccccn3)CC2)cc1

assay / compound | 1 | 2 | 3 | 4 | 5 | 6 | 7 | 8 | 9 | 10
HCV inh | 10% | 6% | ? | 17% | -19% | -2% | 10% | 11% | 5% | -11%
Pf growth 48h | -18% | -2% | ? | 68%[activator] | ? | 15% | 1% | 43%[activator] | / | 41%[activator]
LmPK inh | 4% | 8% | -2% | -4% | -14% | 0% | 3% | 2% | 7% | -4%
TbPYK inhibitor | ? | -28% | 4% | -9% | -2% | -2% | 1% | -2% | / | 2%
Sm TGR block | / | 10µM* | -5% | 3% | 4% | 6% | 5% | 1% | -1% | 2%
Pf growth 96h | 92%[activator] | 0% | ? | 10% | 13µM* | ? | 16% | 33% | 17% | 18%

11: O=C(c1ccccc1)N1CCN(S(=O)(=O)N2CCCCCC2)CC1
12: CCOC(=O)C1(CCCc2ccccc2)CCN(C(=O)C2CCCN(C(N)=O)C2)CC1 (stereo unspecified)
13: O=C(CC1C(=O)NCCN1Cc1ccc(F)cc1)NCCN1CCCc2ccccc21 (stereo unspecified)
14: c1ccc(OCc2nn3c(C4CCCCC4)nnc3s2)cc1
15: COc1ccc(N(Cc2cc3ccccc3[nH]c2=O)S(=O)(=O)c2ccccc2)cc1
16: NC(N)=Nc1nc2ccccc2o1
17: Cc1ccc(-n2nc(C)c3c(C)c(CCC(=O)O)c(C)nc32)cc1
18: Cc1cccc(CSc2nc3c(cc2C#N)CCC3)c1
19: Cc1ccc(NCc2cccnc2)cc1
20: CCSc1nc(-c2ccc(OC)cc2)cc(-c2ccc(OC)cc2)c1C#N

assay / compound | 11 | 12 | 13 | 14 | 15 | 16 | 17 | 18 | 19 | 20
HCV inh | ? | 7% | -21% | -11% | ? | 6% | -1% | -14% | 19% | ?
Pf growth 48h | 2% | ? | -5% | / | ? | 59%[activator] | 16%[0.00184 µM] | -1% | / | /
LmPK inh | 0% | 0% | -4% | 6% | 11% | 4% | 0% | 4% | 0% | -2%
TbPYK inhibitor | 12% | -4% | -3% | -1% | -1% | -1% | 4% | 0% | 1% | -7%
Sm TGR block | -5% | -4% | ? | 14%[11.4 µM] | 17% | 10% | 0% | 4% | ? | 5%
Pf growth 96h | ? | 13µM* | ? | / | -26% | 101%[activator] | ? | -5% | -14% | 4.7µM*

21: Fc1ccccc1Nc1nc2ccccc2n2nnnc12
22: CCOC(=O)c1c(C)nc2c(c1C)/C(=N/O)CC(C)(C)C2
23: COc1ccc(-c2cc(C(=O)OCC(=O)Nc3ccc4c(c3)OCO4)c3ccccc3n2)cc1
24: CCOc1ncccc1C(=O)OCc1c(Cl)cccc1Cl
25: N#CC(C#N)=C(N)Nc1cccc(Cl)c1
26: O=C(OCC(=O)N1CCN(c2ccccc2)CC1)c1cc(Cl)ccc1[N+](=O)[O-]
27: CC(C)NC(=O)CN(c1cccc(Br)c1)S(C)(=O)=O
28: Cc1ccc(NC(=O)CSC(N)=O)cc1Cl
29: CCc1nnc(NS(=O)(=O)c2ccc(N3C(=O)c4ccccc4C3=O)cc2)s1
30: COc1ccc2cc(C(c3nnnn3CCc3ccccc3)N3CCC(O)CC3)c(=O)[nH]c2c1 (stereo unspecified)

assay / compound | 21 | 22 | 23 | 24 | 25 | 26 | 27 | 28 | 29 | 30
HCV inh | 5% | -25% | -1% | -4% | 18% | -21% | 10% | 18% | 10% | 3%
Pf growth 48h | / | / | 0% | 2% | -5% | -26% | 58%[activator] | 14% | 19% | -5%
LmPK inh | 5% | -4% | 1% | 0% | 1% | -1% | -2% | 6% | 0% | 1%
TbPYK inhibitor | -3% | -10% | 0% | -1% | -2% | 5% | 1% | -2% | -1% | 1%
Sm TGR block | -31% | 5%[11.4 µM] | -12% | -7% | -7% | 2% | 0% | -25% | 7% | -26%
Pf growth 96h | -1% | ? | ? | 22% | 0% | 12µM* | / | ? | 34%[1.15 µM] | 0%

31: CCCn1nc(C(=O)NCc2ccccn2)c2ccccc2c1=O
32: CCN(CC)S(=O)(=O)c1cc(C(=O)n2cccn2)c(Cl)cc1Cl
33: O=C(N/N=C\c1ccncc1)c1ccccc1O
34: O=C(CNC(=O)OCc1ccccc1)Oc1ccc2ccc(=O)oc2c1
35: O=C(O)c1ccn(CSc2cc(Cl)ccc2Cl)n1
36: COc1ccc2c(c1)CCN1C2CCN2C(=O)CCC21 (stereo unspecified)
37: COc1ccc(/C=N/NC(=O)Cn2cnc3ccccc3c2=O)cc1
38: COCCNc1ncnc2c1cnn2Cc1ccc(Cl)cc1
39: Cc1nc(NC(=O)c2ccc(Cl)cc2)nc2cc3c(cc12)OCO3
40: CCc1noc(C)c1C(=O)NCCc1c[nH]c2ccccc12

assay / compound | 31 | 32 | 33 | 34 | 35 | 36 | 37 | 38 | 39 | 40
HCV inh | 8% | 16% | 0% | 18% | 18% | 4% | 8% | ? | 6% | -8%
Pf growth 48h | -21% | ? | 101%[activator] | 13% | ? | 43%[activator] | 48%[activator] | ? | 18% | ?
LmPK inh | -3% | 2% | -17% | -2% | / | 0% | 3% | 0% | 2% | /
TbPYK inhibitor | -1% | -3% | 0% | -11% | 0% | -3% | 11% | -3% | -7% | -5%
Sm TGR block | 4% | 0% | 1% | 66%[activator] | -7% | 9% | -3% | 1% | 5% | -4%
Pf growth 96h | 89%[activator] | / | 23% | 35%[activator] | ? | -7% | 69%[activator] | / | 19% | -19%

41: O=c1[nH]c(C2CCN(S(=O)(=O)c3ccc4c(c3)OCCO4)CC2)nc2c1nnn2Cc1ccccc1F
42: CCOC(=O)/C=C/COc1ccccc1[N+](=O)[O-]
43: N#CC1=C(N)OC2=C(C(=O)CCC2)C12CCC1(CC2)OCCO1
44: CCCC(=O)Nc1c(-c2cccc(C)c2)c(=O)c2ccccc2n1C
45: CN1C/C(=C/c2ccsc2)C(=O)/C(=C/c2ccsc2)C1
46: COc1ccccc1NC(=O)Nc1nc(C(C)(C)C)cs1
47: CCc1ccnc(NC(=O)Nc2ccc(OCc3ccccc3)cc2)c1
48: CCS(=O)(=O)Nc1ccc2c(c1)N(C(C)=O)c1ccccc1CC2
49: Cc1cc2c(NC(=O)CC(C)(C)CC(=O)O)cccc2nn1
50: CCN(CC)C1CCN(C(=O)c2cc(COc3ccc(-n4cncn4)cc3)on2)C1 (stereo unspecified)

assay / compound | 41 | 42 | 43 | 44 | 45 | 46 | 47 | 48 | 49 | 50
HCV inh | 19% | 3% | 12% | 15% | ? | ? | 5% | 7% | 15% | 27%
Pf growth 48h | ? | 100%[activator] | -2% | 15% | 2% | ? | -1% | -2% | ? | ?
LmPK inh | -5% | 3% | 3% | 3% | 1% | 8% | 4% | -1% | -6% | 0%
TbPYK inhibitor | -8% | 8% | 1% | -6% | -3% | -7% | -4% | 0% | -1% | -15%
Sm TGR block | -1% | 2% | ? | 1% | ? | 9% | 5% | 0% | ? | 3%
Pf growth 96h | 13µM* | 21% | 12% | 10% | ? | ? | -1% | / | 40%[activator] | -6%

51: CCOc1ccccc1NC(=O)NCc1ccccn1
52: CS(=O)(=O)c1ccc(NC(=O)CCCc2nc3ccccc3c(=O)[nH]2)cc1
53: O=C(CSc1nc2[nH]ncc2c(=O)[nH]1)N1CCCCC1
54: Nn1cc(-c2ccccc2)nc1SCC(=O)NCCc1ccccc1
55: O=C(CSc1ccc(Br)cc1)Nc1ccccc1Oc1ccccc1
56: NCCCC(O)(P(=O)(O)O)P(=O)(O)O
57: O=C(Nc1ccc(S(=O)(=O)Nc2ccccn2)cc1)c1cccc(Cl)c1
58: COc1ccc(N2CCN(C(=O)Cn3c(=O)[nH]c4ccsc4c3=O)CC2)cc1
59: CCOC(=O)C1CCN(C(=O)CCn2c(=O)c3cccn3c3cccnc32)CC1
60: Cc1n[nH]c(C)c1S(=O)(=O)N1CCCC(C(=O)NCC2COc3ccccc3O2)C1 (stereo unspecified)

assay / compound | 51 | 52 | 53 | 54 | 55 | 56 | 57 | 58 | 59 | 60
HCV inh | -15% | -20%[8.37 µM] | 6% | ? | 8% | / | 3% | -1% | 11% | 8%
Pf growth 48h | 64%[activator] | 16% | 11% | 188%[activator] | -29% | 1% | 0% | 0% | ? | 21%
LmPK inh | 2% | / | -3% | 6% | 2% | / | -3% | 2% | -8% | -1%
TbPYK inhibitor | 0% | -4% | -2% | -2% | -6% | 2% | -12% | -6% | 1% | 2%
Sm TGR block | 2% | -5% | 15% | 8% | -11% | / | 1% | -6% | -1% | -2%
Pf growth 96h | 25% | 13% | 3% | -10% | ? | -6% | 28% | 5% | ? | -3%

Four entries from above, in markdown:
| # | canonical_smiles | HCV inh | Pf growth 48h | LmPK inh | TbPYK inhibitor | Sm TGR block | Pf growth 96h |
| --- | --- | --- | --- | --- | --- | --- | --- |
| 55 | O=C(CSc1ccc(Br)cc1)Nc1ccccc1Oc1ccccc1 | 8% | -29% | 2% | -6% | -11% | ? |
| 60 | Cc1n[nH]c(C)c1S(=O)(=O)N1CCCC(C(=O)NCC2COc3ccccc3O2)C1 (stereo unspecified) | 8% | 21% | -1% | 2% | -2% | -3% |
| 52 | CS(=O)(=O)c1ccc(NC(=O)CCCc2nc3ccccc3c(=O)[nH]2)cc1 | -20%[8.37 µM] | 16% | / | -4% | -5% | 13% |
| 53 | O=C(CSc1nc2[nH]ncc2c(=O)[nH]1)N1CCCCC1 | 6% | 11% | -3% | -2% | 15% | 3% |

Other records
61: CC(OC(=O)Cc1ccsc1)C(=O)Nc1ccc(Cl)cn1 (stereo unspecified)
62: CCOC(=O)C1=C(CS(=O)(=O)c2ccc(C)c(C)c2)NC(=O)NC1c1ccc(O)cc1 (stereo unspecified)
63: Cc1ccc(C(=O)C2CCN(CC(=O)NC3CCCC3)CC2)cc1
64: CCOC(=O)c1c(C)nc(C)c(C(=O)OCC)c1-c1cccc(N)c1
65: COc1ccc(-c2nnc(SCC(=O)c3cc(C)n(Cc4cccs4)c3C)o2)cc1
66: CC(C)CCNC(=O)C(CC(C)C)N(Cc1ccc2c(c1)OCO2)C(=O)c1snc(C(N)=O)c1N (stereo unspecified)

assay / compound | 61 | 62 | 63 | 64 | 65 | 66
HCV inh | 22µM* | 27% | -9% | 3% | 1%&6% | ?
Pf growth 48h | -49% | ? | 10% | -13% | 8% | ?
LmPK inh | / | 5% | -2% | -1% | 4% | 0%
TbPYK inhibitor | -1% | -4% | -5% | 2% | 2% | 3%
Sm TGR block | -3% | -1% | 5% | -2% | -26% | /
Pf growth 96h | -18% | ? | 3% | -46%[5.75 µM] | / | 60%[activator]
